# SIRT5 block = inhibitors of human sirtuin-5 desuccinylase; Q9NXA8; Purified SirT5, succinyl-peptide AMC, trypsin-coupled fluorescence; inhibition, % at 15 µM; 330,000 tested, 1.1% active; in the data active = inhibition above about 15%; inconclusive = no clear call, values can overlap the other calls
# Target sequence (Q9NXA8 whole entry, looked up): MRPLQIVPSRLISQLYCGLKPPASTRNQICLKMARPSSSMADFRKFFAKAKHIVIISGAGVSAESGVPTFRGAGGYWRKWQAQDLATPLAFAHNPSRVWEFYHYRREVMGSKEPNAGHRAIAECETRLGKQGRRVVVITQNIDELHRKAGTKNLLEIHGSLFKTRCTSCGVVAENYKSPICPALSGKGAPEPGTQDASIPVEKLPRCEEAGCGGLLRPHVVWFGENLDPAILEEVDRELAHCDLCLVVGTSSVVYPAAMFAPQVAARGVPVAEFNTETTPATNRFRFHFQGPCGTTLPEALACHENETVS
# DENV2 CPE rescue = inhibitors of DENV2 cytopathic effect; 350,000 tested, 1.7% active; AID 651640; DENV2-infected cells, cytopathic effect rescue, plate reader; CPE inhibition, % at 9.99 µM; in the data active = CPE inhibition above about 20%, passing the limit was not always enough; inconclusive = no clear call, values can overlap the other calls; tested in BHK-21 cells;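 also: 0% = median of neutral control wells and 100% = median of positive control wells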
# ERp5 inh = blocks human ERp5 reductase activity on insulin; AID 651711; Q15084; inhibition, % at 9.99 µM; 350,000 tested, 0.05% active; ERp5 insulin aggregation, absorbance 650 nm, 90 min;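 active = mean replicate inhibition above about 25%, with every replicate also reaching it, limit read from the data, passing the limit was not always enough; inconclusive = only one of those two criteria met; inactive = neither criterion met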
# S100A4 MyoIIA = inhibitors of human S100A4 binding to myosin IIA peptide; 360,000 tested, 0.14% active; AID 652163; S100A4/TAMRA-MyoIIA peptide fluorescence polarization; P26447; inhibition, % at 10.7 µM;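 active = mean inhibition of at least 70% across replicates, with every replicate also reaching that level; inconclusive = mean inhibition reaches 70% but some replicates fall short; inactive = mean inhibition below 70%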
#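 Assay system: human S100A4 monomer with TAMRA-labelled myosin IIA peptide / Buffer or medium: Calcium-containing HEPES buffer, pH 7.2 / Reagent: TAMRA-labelled myosin IIA heavy-chain peptide probe, 5 nM / Compound: one dose per compound / Timing: polarization read 5 min after assay mix addition, stable 5–60 min / Benchmarks: neutral control DMSO, positive control TFP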
# Statin myotox sup = suppressors of simvastatin-induced myotoxicity in C2C12 myotubes; ATP luminescence, 48 h; scaled: DMSO 0, geranylgeraniol control 100; rescue of ATP level, % at 7.49 µM; 330,000 tested, 0.78% active;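 active = mean ATP rescue above about 67%, or every replicate alone reaching that limit, limit read from the data, passing the limit was not always enough; inconclusive = no clear call, values can overlap the other calls; inactive = mean under the limit and some replicate under it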;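 also: myotubes were challenged with 10 µM simvastatin during compound exposure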
# E-selectin induc = induces E-selectin expression in human endothelial cells; P16581; HUVEC E-selectin immunofluorescence imaging; normalized: neutral wells 0, TNF-alpha wells 100; activation, % at 7.58 µM; 260,000 tested, 0.37% active;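 active = mean E-selectin-positive cell signal at least 10% of the positive control, reached in at least 60% of replicates, without over 20% cell loss; inconclusive = no rule given, readout overlaps actives, possibly toxicity-flagged; inactive = the rest, including those meeting only one limit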;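 also: in these data hits start at about 27%; measured in HUVEC primary endothelial cells; signal is the percent of cells scored E-selectin positive by PE staining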
# Target sequence (P16581 whole entry, looked up): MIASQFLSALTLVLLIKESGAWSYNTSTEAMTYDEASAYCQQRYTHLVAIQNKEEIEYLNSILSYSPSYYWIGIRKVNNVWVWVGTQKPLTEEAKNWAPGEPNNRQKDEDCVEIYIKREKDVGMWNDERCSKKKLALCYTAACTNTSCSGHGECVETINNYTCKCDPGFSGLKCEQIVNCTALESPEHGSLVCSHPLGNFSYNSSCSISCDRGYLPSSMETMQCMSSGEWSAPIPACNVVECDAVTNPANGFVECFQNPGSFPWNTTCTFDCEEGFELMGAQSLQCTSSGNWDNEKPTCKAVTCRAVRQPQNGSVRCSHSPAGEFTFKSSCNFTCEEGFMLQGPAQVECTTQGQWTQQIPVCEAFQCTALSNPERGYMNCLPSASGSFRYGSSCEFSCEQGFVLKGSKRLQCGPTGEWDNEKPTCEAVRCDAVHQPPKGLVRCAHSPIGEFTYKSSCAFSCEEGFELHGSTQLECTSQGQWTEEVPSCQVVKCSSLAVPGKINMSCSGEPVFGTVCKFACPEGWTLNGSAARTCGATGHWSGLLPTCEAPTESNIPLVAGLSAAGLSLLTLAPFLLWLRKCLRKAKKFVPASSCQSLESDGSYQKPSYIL
#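 Test system: HUVEC | Signal: Immunofluorescence imaging | Read-out: Percent E-selectin-positive cells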
# PglD DTNB = PglD (C. jejuni) enzyme inhibition | 360,000 tested, 0.098% active | inhibition, % at 12.5 µM | purified PglD enzyme, DTNB colorimetric CoA detection; in the data active = inhibition above about 16%, passing the limit was not always enough; inconclusive = no clear call, values can overlap the other calls; also: strong numbers were not always called active
# Active calls of the source: *; ? = inconclusive; . = no result given. These rows are one share of the data (hit frequency here may not be typical).
SMILES,SIRT5 block,DENV2 CPE rescue,ERp5 inh,S100A4 MyoIIA,Statin myotox sup,E-selectin induc,PglD DTNB
Cc1ccc(S(=O)(=O)n2nc(-n3c(C)ccc3C)c3c(F)cccc32)c2ccccc12,9,11,-2,-3,.,-0.1,3
O=CNC1c2ccccc2CCc2ccccc21,0,-1,4,34,-5,0.1,0
COc1ccccc1-c1coc2c(CN3CCCC(C)C3)c(O)ccc2c1=O (stereo not given),-23,-5,-4,-2,7,.,1
O=C(NC1CCCCC1)c1cc(S(=O)(=O)N2CCN(c3ccccc3)CC2)ccc1Cl,-1,-3,-5,-5,2,0.4,2
C[C@H]1CN([C@@H](C)CO)C(=O)c2cccc(NC(=O)c3ccncc3)c2O[C@@H]1CN(C)S(=O)(=O)c1cccs1,5,9,1,27,-8,-6.8,8
Cc1ccc(S(=O)(=O)NCC[C@@H]2CC[C@H](NC(=O)NC(C)C)[C@@H](CO)O2)cc1,7,7,2,50,20,0.0,1
C[C@@H]1CN([C@@H](C)CO)C(=O)c2cccc(NC(=O)Nc3cccc4ccccc34)c2O[C@@H]1CN(C)Cc1ccc(C(F)(F)F)cc1,5,12,5,-5,.,-0.4,.
CCCNC(=O)C[C@@H]1C[C@H]2c3cc(NS(=O)(=O)c4ccc(F)cc4)ccc3O[C@H]2[C@@H](CO)O1,0,3,0,-1,0,0.6,3
CCC1CN(C)C2Cc3c([nH]c4ccccc34)C(=O)CC1C2C(=O)OC (stereo not given),0,-10,-5,-2,3,.,-5
Cc1cccc(NC(=O)c2ccc(Cn3cc(C(F)(F)F)ccc3=O)cc2)c1,.,.,.,.,63,-1.2,-3
Cc1ccc(OC(=O)c2ccc(Cl)c([N+](=O)[O-])c2)cn1,1,-3,0,-5,4,.,2
COc1cccc(N2CCN(C(=S)Nc3ccccc3)CC2)c1,-3,-5,0,1,16,0.1,-1
C=CCOC(=O)C1CC=CCC1C(=O)Oc1ccc(F)cc1F (stereo not given),-3,.,5,-2,-9,.,-5
Cc1ccc(C)c(N2CCN(c3ncnc4c3cnn4-c3ccccc3)CC2)c1,.,2,-6,4,-6,-0.1,0
O=C(COC(=O)CC(NC(=O)c1ccccc1Cl)c1ccccc1)Nc1cccc(F)c1 (stereo not given),2,2,-9,0,.,-0.2,.
CC1CCN(S(=O)(=O)c2ccccc2[N+](=O)[O-])CC1,1,6,0,-1,-22,-0.7,3
COc1ccc(NC(=O)C2Cc3ccccc3CN2C(=O)c2ccco2)cc1 (stereo not given),-6,-2,4,-4,-2,.,-1
COc1cccc(-c2ccc([C@H]3[C@@H](CO)N4C(=O)CN(C(=O)CN5CCOCC5)C[C@@H]34)cc2)c1,3,-7,0,6,.,-0.4,.
CC(C)(C)OC(=O)N1CCC(NC(=O)c2ncn(Cc3ccccc3)c2C(=O)NC2CCN(C(=O)OC(C)(C)C)CC2)CC1,.,-13,2,-4,11,.,-1
COc1ccc(CCC(=O)NNC(=O)Nc2ccc(C(C)C)cc2)cc1,-3,-1,7,-3,.,-0.1,-2
COc1ccc(C=C(NC(=O)c2ccccc2)C(=O)O)cc1OC,-4,-5,-5,6,.,1.2,.
NS(=O)(=O)c1ccc(NC(=O)COc2ncnc3c2cnn3-c2ccccc2)cc1,-7,-1,4,6,0,.,-4
COc1ccc(S(=O)(=O)N2CCOCC2)cc1NC(=O)Cc1sc(C)nc1-c1ccc(F)cc1,0,?,2,-5,7,-0.3,0
CCc1ccc(OCC(=O)N(Cc2cccs2)C2CCS(=O)(=O)C2)cc1 (stereo not given),-9,2,-2,4,1,.,-2
O=C(O)COc1ccc(/C=C/c2nc3ccc([N+](=O)[O-])cc3s2)cc1,-6,-1,1,-2,4,.,2

# An excerpt of these results, as tab-separated lines:
Molecule	SIRT5 block	DENV2 CPE rescue	ERp5 inh	S100A4 MyoIIA	Statin myotox sup	E-selectin induc	PglD DTNB
COc1ccc(C=C(NC(=O)c2ccccc2)C(=O)O)cc1OC	-4	-5	-5	6	.	1.2	.
NS(=O)(=O)c1ccc(NC(=O)COc2ncnc3c2cnn3-c2ccccc2)cc1	-7	-1	4	6	0	.	-4
COc1ccc(S(=O)(=O)N2CCOCC2)cc1NC(=O)Cc1sc(C)nc1-c1ccc(F)cc1	0	?	2	-5	7	-0.3	0
CCc1ccc(OCC(=O)N(Cc2cccs2)C2CCS(=O)(=O)C2)cc1 (stereo not given)	-9	2	-2	4	1	.	-2

# The list continues:
SMILES,SIRT5 block,DENV2 CPE rescue,ERp5 inh,S100A4 MyoIIA,Statin myotox sup,E-selectin induc,PglD DTNB
COc1ccc(/C=N\NC(=O)c2cc(O)c(O)c(O)c2)cc1COc1ccc(C(=O)OCC(C)C)cc1,-2,2,3,-1,-4,-0.1,4
COc1cccc(CNC(=O)C[C@H]2C=C[C@H](NC(=O)C3CCC3)[C@H](CO)O2)c1,3,5,9,-6,6,-0.8,-3
COc1ccc(-c2nnc(SCC(=O)NC3CCCCC3)o2)cc1OC,.,-10,0,-19,16,.,4
O=C(NC(C1CC1)C1CC1)C1CCC(=O)N(CCCN2CCCC2=O)C1 (stereo not given),-1,14,-8,5,1,.,-10
Cc1ccc(C(CC(=O)O)NC(=O)CCNC(=O)c2ccco2)cc1 (stereo not given),3,5,-3,7,2,0.0,-2
CC(=O)c1ccc(OCCNS(=O)(=O)c2ccc(-n3cnnn3)cc2)cc1,0,6,2,0,11,.,-6
CC(Sc1nc(-c2ccccc2)cc(C(F)(F)F)n1)C(=O)O (stereo not given),3,-4,-1,-9,.,.,.
O=C(O)C1CCC(CNCc2ccncc2)CC1 (stereo not given),5,-2,3,10,-22,0.2,4
N#C[C@H]1[C@H](c2ccccc2-c2ccccc2F)[C@H](CO)N1C(=O)C1CCOCC1,4,13,-2,-8,.,-0.1,.
CCOC(=O)CNC(=O)N1CCc2ccc(NC(=O)c3ccccc3OC)cc2C1,0,-1,1,1,-12,0.3,3
O=C(O)c1ccc(OCCCCCCOC2CCCCO2)cc1 (stereo not given),-5,1,8,-2,-5,0.0,1
CSc1nc(O)c(Nc2ccccc2)c(=O)[nH]1,0,0,-6,-1,4,-0.2,-3
O=C(Cn1cnc2c(cnn2-c2ccc(Cl)cc2)c1=O)N1CCN(c2ccccc2)CC1,-1,-1,4,-3,-15,11,-1
Cc1c(C(=O)NNC(=O)c2ccccc2O)oc2ccccc12,.,-5,1,1,8,.,8
O=C(COC(=O)[C@H](Cc1ccccc1)NC(=O)c1ccco1)Nc1ccccc1,-1,14,0,-1,4,-1.8,-4
CC(=O)NC[C@H]1[C@@H](c2ccc(-c3cccnc3)cc2)[C@@H](CO)N1C(=O)C1CC1,8,-15,-1,1,12,0.0,2
COc1cc2c(cc1OC)[C@H](C)N(C(=O)NCc1ccccc1)CC2,-5,12,2,-2,-5,.,-3
CN(C)CC(=O)Nc1ccc2c(c1)[C@H]1C[C@H](CC(=O)NCCc3ccccc3)O[C@@H](CO)[C@H]1O2,-1,1,1,8,1,-0.5,0
CCOC(=O)C1CCN(C(=O)COc2ccc(S(=O)(=O)N3CCOCC3)cc2C)CC1,-2,-2,5,0,-9,.,-2
O=C(CN1CCN(c2ccc(F)cc2)CC1)NCc1ccc(F)cc1,-6,2,-3,-6,3,-1.5,-4
Cc1ccc(NC(=O)CSCC(=O)Nc2cccc3ncccc23)cc1,-3,9,-6,-13,.,0.2,.
CCN(CC(=O)Nc1ccc(NC(C)=O)cc1)C(=O)/C=C/c1cn(Cc2ccccc2)nc1-c1cccnc1,0,-5,1,-16,1,1.3,2
CCc1nnc(NC(=O)CCN(c2cc(C)cc(C)c2)S(=O)(=O)c2ccc(Cl)cc2)s1,-3,-2,-1,-6,.,-0.2,2
N#Cc1c(-c2ccc(Cl)cc2)c2c([nH]c1=S)CCCC2,-2,2,1,-1,6,.,0
CCCC(c1nnnn1Cc1ccc2c(c1)OCO2)N1CCC(C(N)=O)CC1 (stereo not given),-4,5,?,0,.,0.4,.
C[C@H]1CN([C@@H](C)CO)C(=O)c2cc(C#Cc3ccccn3)cnc2O[C@H]1CN(C)Cc1cncnc1,1,2,-1,10,14,0.1,7
O=C(NC(Cc1ccccc1)C(=O)O)/C(=C/c1ccc(Cl)cc1)NC(=O)c1ccccc1 (stereo not given),-4,-4,1,1,.,.,-7
CCOc1ccc(OCCCC(=O)N(CC)CC(=O)Nc2c(F)cccc2F)cc1,-7,-9,1,3,14,2.2,1

# By substructure: those above containing an aryl thioether with sulfur outside any ring (three)
SMILES,SIRT5 block,DENV2 CPE rescue,ERp5 inh,S100A4 MyoIIA,Statin myotox sup,E-selectin induc,PglD DTNB
COc1ccc(-c2nnc(SCC(=O)NC3CCCCC3)o2)cc1OC,.,-10,0,-19,16,.,4
CC(Sc1nc(-c2ccccc2)cc(C(F)(F)F)n1)C(=O)O (stereo not given),3,-4,-1,-9,.,.,.
CSc1nc(O)c(Nc2ccccc2)c(=O)[nH]1,0,0,-6,-1,4,-0.2,-3

# Profiles as entered above. Order of values: SIRT5 block, DENV2 CPE rescue, ERp5 inh, S100A4 MyoIIA, Statin myotox sup, E-selectin induc, PglD DTNB
# O=C(O)C1CCC(CNCc2ccncc2)CC1 (stereo not given) is entered as 5, -2, 3, 10, -22, 0.2, 4
# CC(Sc1nc(-c2ccccc2)cc(C(F)(F)F)n1)C(=O)O (stereo not given) is entered as 3, -4, -1, -9, ., ., .
# CCOC(=O)C1CCN(C(=O)COc2ccc(S(=O)(=O)N3CCOCC3)cc2C)CC1 is entered as -2, -2, 5, 0, -9, ., -2
# CC(=O)c1ccc(OCCNS(=O)(=O)c2ccc(-n3cnnn3)cc2)cc1 is entered as 0, 6, 2, 0, 11, ., -6
# O=C(NC(Cc1ccccc1)C(=O)O)/C(=C/c1ccc(Cl)cc1)NC(=O)c1ccccc1 (stereo not given) is entered as -4, -4, 1, 1, ., ., -7
